MITF primary: inhibitors of human MITF. O75030. AlphaScreen MITF homodimerization, bead proximity signal. inhibition, % at 2.6 µM. hit rate 0.91% among 650,000. AID 1259374; in the data active = inhibition above about 50%;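 note: 0% = vehicle wells with protein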
Target sequence (O75030 whole entry, looked up): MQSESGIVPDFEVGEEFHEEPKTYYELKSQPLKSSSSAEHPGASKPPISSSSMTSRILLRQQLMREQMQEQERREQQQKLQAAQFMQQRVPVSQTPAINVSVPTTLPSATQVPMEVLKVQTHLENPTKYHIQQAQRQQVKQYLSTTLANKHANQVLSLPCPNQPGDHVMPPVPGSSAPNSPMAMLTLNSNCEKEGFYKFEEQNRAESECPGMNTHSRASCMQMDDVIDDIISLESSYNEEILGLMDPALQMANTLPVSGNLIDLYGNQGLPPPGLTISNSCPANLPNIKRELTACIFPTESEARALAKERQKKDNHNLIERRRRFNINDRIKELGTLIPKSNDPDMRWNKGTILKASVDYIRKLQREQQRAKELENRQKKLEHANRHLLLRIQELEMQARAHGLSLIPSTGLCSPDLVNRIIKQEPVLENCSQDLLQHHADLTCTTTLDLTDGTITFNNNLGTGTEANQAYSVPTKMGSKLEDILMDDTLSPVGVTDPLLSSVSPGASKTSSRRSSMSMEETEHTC
TEAD-YAP inh: TEAD-YAP interaction inhibition | hit rate 1.4% among 640,000 | HEK-TIYL cells, TEAD-Gal4/YAP UAS-luciferase luminescence | inhibition, % at 9.12 µM; in the data active = inhibition above about 32%;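 note: 0% = median of test compound wells and 100% = reference inhibitor wells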
GPR151 ag: activates the human receptor GPR151 | PathHunter beta-arrestin GPR151 cells, luminescence | Q8TDV0 | activation, % at 11.2 µM | AID 1508602 | hit rate 1% among 650,000; in the data active = activation above about 4.9%;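 note: 0% = median of compound wells and 100% = cells with positive control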
Target sequence (Q8TDV0 whole entry, looked up): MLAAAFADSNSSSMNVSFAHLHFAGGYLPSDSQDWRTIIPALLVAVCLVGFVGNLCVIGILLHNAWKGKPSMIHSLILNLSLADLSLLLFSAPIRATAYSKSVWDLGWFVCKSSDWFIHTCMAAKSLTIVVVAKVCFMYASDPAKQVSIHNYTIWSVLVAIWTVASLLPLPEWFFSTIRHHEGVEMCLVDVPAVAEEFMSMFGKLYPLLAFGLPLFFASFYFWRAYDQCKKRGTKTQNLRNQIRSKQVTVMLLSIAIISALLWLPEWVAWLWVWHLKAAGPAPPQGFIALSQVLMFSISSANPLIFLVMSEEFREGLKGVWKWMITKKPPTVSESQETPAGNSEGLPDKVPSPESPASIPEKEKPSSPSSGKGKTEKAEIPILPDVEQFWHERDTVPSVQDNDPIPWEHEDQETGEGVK
FBW7 activator: human FBW7 E3 ligase activation, primary screen. Q969H0. AlphaScreen FBW7–phospho-cyclin E peptide binding, activator screen. normalized activity (activation), % at 26.1 µM. hit rate 0.13% among 650,000; in the data active = normalized activity above about 1.9%;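 note: purified mutant Fbw7 with reduced substrate affinity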
* hit, by the source's call; / = no result given; & = joins results of further samples. Rows are unselected (roughly 3.5% active in at least one column).

The opening six records as a preview:
SMILES	MITF primary	TEAD-YAP inh	GPR151 ag	FBW7 activator
Cc1cccc(N2CCN(C(=O)C3CCCCC3C(=O)O)CC2)c1C (stereo not given)	13	5	0.4	0.0
Cc1c(Cl)cccc1-n1nc(C)c2ccccc2c1=O	-7	3	-1.8	-0.1
CC(O)CNCCCOc1ccc(Cl)cc1C(C)(C)C (stereo not given)	52*	7	0.9	0.4
CCOc1ccc(NC(=S)N2CCN(c3ccc(N4CCOCC4)nn3)CC2)cc1	15	-8	-0.7	0.4
CCN(CC)C(=O)C1CCCN(Cc2ccc(N(C)C)cc2)C1 (stereo not given)	23	0	-0.7	0.0
CSc1nnc2c(n1)OC(C1CC=C(C)CC1C)Nc1ccccc1-2 (stereo not given)	1	5	2.8	0.0

Results, previewed entries included:
SMILES	MITF primary	TEAD-YAP inh	GPR151 ag	FBW7 activator
Cc1cccc(N2CCN(C(=O)C3CCCCC3C(=O)O)CC2)c1C (stereo not given)	13	5	0.4	0.0
Cc1c(Cl)cccc1-n1nc(C)c2ccccc2c1=O	-7	3	-1.8	-0.1
CC(O)CNCCCOc1ccc(Cl)cc1C(C)(C)C (stereo not given)	52*	7	0.9	0.4
CCOc1ccc(NC(=S)N2CCN(c3ccc(N4CCOCC4)nn3)CC2)cc1	15	-8	-0.7	0.4
CCN(CC)C(=O)C1CCCN(Cc2ccc(N(C)C)cc2)C1 (stereo not given)	23	0	-0.7	0.0
CSc1nnc2c(n1)OC(C1CC=C(C)CC1C)Nc1ccccc1-2 (stereo not given)	1	5	2.8	0.0
CCOC(=O)c1c(NC(=O)Cn2c(=O)oc3ccccc32)sc(C(C)=O)c1C	-2	5	1.1	0.0
Cc1cc(C)n(-c2ccccc2F)c(=O)c1C(N)=O	-3	4	0.6	0.2
O=C(CN1CCC2(CC1)NC(=O)N(Cc1ccc(F)cc1)C2=O)Nc1ccc(F)cc1F	-2	6	-0.2	0.0
Cc1nnc(Nc2ccc(O)cc2)c2ccccc12	11	-29	-0.3	0.1

Next part
SMILES	MITF primary	TEAD-YAP inh	GPR151 ag	FBW7 activator
CN1C(=O)c2cccc(NCCN3C(=O)c4ccccc4C3=O)c2C1=O	14	-1	-1.4	0.2
COc1ccc(NC(=O)c2c(NCc3ccc(OC)c(OC)c3OC)sc3c2CCC(C)C3)cc1 (stereo not given)	11	12	0.9	-0.1
O=C(NCc1cccnc1)c1csc(N2CCC(N3CCOCC3)CC2)n1	-3	3	-0.3	-0.3
CC(C)(C)c1ccc(C(=O)NCCNC(=O)c2nonc2N)cc1	-2	-11	-0.9	-0.3
Cc1ccc(C(=O)N/C(=C\c2ccco2)C(=O)N2CCN(c3ccc([N+](=O)[O-])cc3)CC2)cc1C	2	2	1.3	0.0
O=C(Cc1ccc(F)cc1)N1CC[C@@H]2[C@H](CCCN2C(=O)c2cc3ccccc3oc2=O)C1	-2	4	-1.2	-0.1
COC(=O)c1c(NC(C)=O)sc(C(=O)Nc2cccc([N+](=O)[O-])c2)c1C	7	-46	3.0	-0.1
COc1ccc(N2C(=O)CN(Cc3ccccc3)C2=S)cc1Cl	1	-10	-1.2	-0.1
COc1ccc(-c2nnc3ccc(SC)nn23)cc1	6	-8	1.7	-0.1
CSc1ncc(/C=C2/C(=O)NC(=O)N(c3cccc(C(F)(F)F)c3)C2=O)cn1	-12	3	-0.7	-0.1

Next structures.
SMILES	MITF primary	TEAD-YAP inh	GPR151 ag	FBW7 activator
COc1ccc(-c2n[nH]c(=S)n2C2CCCCC2)cc1	-3&-4	-1&-1	0.6&1.8	0.0&0.4
C/C(=N/Nc1cccc(Cl)c1)c1ccc(O)c(C(N)=O)c1	5	-31	2.6	0.1
CCOC(=O)C1=C(C)N=c2s/c(=C\c3ccc(OCc4ccccc4)c(OCC)c3)c(=O)n2C1c1ccc(OC)c(OC)c1 (stereo not given)	11	-2	-0.5	-0.1
Cc1cc(C)cc(OC(=O)CCN2C(=O)C3C4C=CC(C5CC45)C3C2=O)c1 (stereo not given)	9	4	-0.4	0.1
Cc1nnc(Nc2ccc(Cl)c(Cl)c2)[nH]c1=O	-2	-14	1.9	0.1
COC(=O)CN(C)C(=O)CC1C(=O)NCCN1C1Cc2ccccc2C1 (stereo not given)	-5	4	-0.3	-0.1
O=C(CSc1nc2ccsc2c(=O)n1-c1ccc(Cl)cc1)NCc1ccco1	11	3	-1.7	1.0
Cc1ccsc1CC1C(=O)N(C)C(=O)N(C)C1=O	3	6	-0.2	0.1
Cc1cccc(-c2cc(C(=O)NCCCN(C)C)c3ccccc3n2)c1	18	-10	2.6	0.1
COCCn1c(=NC(=O)c2ccn(C)n2)sc2cc(SC)ccc21	11	-24	2.5	0.4

Later entries:
SMILES	MITF primary	TEAD-YAP inh	GPR151 ag	FBW7 activator
CCC(C)Sc1ncnc2c1c(-c1ccccc1)cn2-c1ccc(OC)cc1 (stereo not given)	9	2	1.9	-0.1
CCC(C)[C@@H](C(=O)Nc1ccc(OC)c(OC)c1)N1Cc2ccccc2C1=O (stereo not given in full)	12	1	-0.2	0.2
COC(=O)N/N=C(\C)c1ccc2ccccc2c1OC(F)F	7	1	1.9	-0.1
O=C(NC(=S)Nc1ccc2nn(-c3ccc(Cl)cc3)nc2c1)c1ccco1	-5	-25	0.4	-0.1
CCc1c(C(=O)NCc2ccc(OC)c(OC)c2)csc1C	3	8	0.9	0.0
Cc1cccc(-n2nc3c(c2NC(=O)c2cccc(Cl)c2)CS(=O)(=O)C3)c1C	-3	-10	0.2	-0.3
O=C(NCCN1CCOCC1)c1ccc(N2CCC(NCCn3cccn3)CC2)cc1	8	3	-0.1	0.0
O=C1c2ccc(-c3nc4ccccc4c(=O)o3)cc2C(=O)N1c1cccc(I)c1	-14	-15	0.4	-0.1
Cn1nccc1Nc1cc(NC2CC2)ncn1	2	-9	-1.1	0.0
Cc1cccc(C(=O)O/N=C(\N)c2ccc([N+](=O)[O-])cc2)c1	2	-7	5.6*	-0.2

Fetched one by one from the list above, 2 records:
SMILES	MITF primary	TEAD-YAP inh	GPR151 ag	FBW7 activator
CCC(C)[C@@H](C(=O)Nc1ccc(OC)c(OC)c1)N1Cc2ccccc2C1=O (stereo not given in full)	12	1	-0.2	0.2
COC(=O)N/N=C(\C)c1ccc2ccccc2c1OC(F)F	7	1	1.9	-0.1

Remaining list, next part
SMILES	MITF primary	TEAD-YAP inh	GPR151 ag	FBW7 activator
O=C(Nc1ccccc1)C(Cc1c[nH]c2ccccc12)NC(=O)C(c1ccccc1)c1ccccc1 (stereo not given)	14	2	-1.5	0.1
CCS(=O)(=O)Nc1cc(-c2nc3cccnc3s2)ccc1C	10	-65	2.5	0.2
Cc1ccc(NCC(=O)N/N=C/c2ccc(Br)cc2)cc1	-1	3	0.4	-0.1
Cc1ccc(C)c(N2CCN(C(c3nnnn3CC3CCCO3)C(C)C)CC2)c1 (stereo not given)	2	-6	-1.3	-0.2
Cc1ccc(C(=O)N2CCc3c(cnc(C)c3CNC(=O)CCOc3ccccc3)C2)s1	20	-4	-0.8	1.0
O=C(COc1ccccc1)N/N=C/c1ccc(Cl)cc1Cl	-4	1	0.5	-0.1
COc1ccc(I)cc1CNCCCO	-4	-15	-0.4	0.0
CCOc1ccc(C(=O)Nc2ccc3c(c2)N(CC)C(=O)C(C)(C)CO3)cc1	4	-10	-0.6	-0.1
C[C@H]1O[C@@H](O[C@H]2[C@@H](O)C[C@H](O[C@H]3[C@@H](O)C[C@H](O[C@H]4CCC5(C)[C@H](CC[C@@H]6[C@@H]5C[C@@H](O)C5(C)C(C7=CC(=O)OC7)CCC65O)C4)O[C@@H]3C)O[C@@H]2C)C[C@H](O)[C@@H]1O (stereo not given in full)	-7	/	5.0*	0.2
CCOc1ccc2ccccc2c1C(=O)Nc1c2c(nn1C(C)(C)C)CS(=O)C2 (stereo not given)	10	3	-0.5	0.2

More results.
SMILES	MITF primary	TEAD-YAP inh	GPR151 ag	FBW7 activator
CC(C)=NNC(=O)c1nnn(-c2nonc2N)c1CN1CCOCC1	-9	3	-1.8	0.7
C=CCNC(=O)c1ccc(S(=O)(=O)c2ccc(F)cc2)c([N+](=O)[O-])c1	13	34*	0.8	0.0
CCN(CC)C(=O)C1CCCN(c2nc(Nc3ccc(Oc4ccccc4)cc3)c3ncn(C4CCCCC4)c3n2)C1 (stereo not given)	11	5	-0.1	5.4*
O=C1N(c2cccc(C(F)(F)F)c2)C(c2ccco2)C1(F)F (stereo not given)	11	3	1.0	0.1
CC(=O)c1ccc2c(c1)C1C=CCC1C(c1cccc([N+](=O)[O-])c1)N2 (stereo not given)	8	4	-1.5	-0.1
CC(=O)Nc1nc(SCC(=O)Nc2cc(C)on2)[nH]c(=O)c1NC(=O)c1ccccc1	3	3	2.9	0.5
Cc1cccc(NS(=O)(=O)c2c(C)[nH]c(=O)[nH]c2=O)c1	22	5	0.6	0.3
Cc1cc([N+](=O)[O-])ccc1N=Cc1ccc([N+](=O)[O-])s1	7	1	-1.1	-0.1
CCOC(=O)C1(Cc2cccc(OC)c2)CCCN(S(=O)(=O)CC)C1 (stereo not given)	14	9	-0.4	0.0
Cn1c(=O)c2c(nc3n(CCCCO)c(-c4ccccc4)cn23)n(C)c1=O	10	8	-0.1	-0.3

The list continues.
SMILES	MITF primary	TEAD-YAP inh	GPR151 ag	FBW7 activator
CC(=O)Nc1ccc(NC(C)=O)c(NC2OC(CO)C(OC3OC(CO)C(O)C(O)C3O)C(O)C2O)c1 (stereo not given)	3	0	0.5	0.1
CCCC(Nc1ncnc2sccc12)c1ccccc1 (stereo not given)	-7	21	-0.9	0.2
COc1ccc(CC(=O)NCc2nn(-c3ccccc3)nc2C)cc1OC	-8	6	-0.1	-0.1
O=c1nc(Nc2cccc(C(F)(F)F)c2)cn[nH]1	-7	2	0.7	0.1
O=C(COc1ccccc1)NCC1COc2ccccc2O1 (stereo not given)	-2	-13	-1.0	0.1
CCN(CC)S(=O)(=O)c1ccc(C(=O)NCc2n[nH]c(=S)n2-c2ccc(F)cc2)cc1	10	-7	0.9	0.0
O=C1CCCN1CCn1cnc2c(NCCN3CCOCC3)nc(N3CCN(c4ccccn4)CC3)nc21	-7	-3	-1.5	0.0
COc1ccc2nc(/C(C#N)=C\c3c[nH]c4ccccc34)[nH]c2c1	30	-3	-0.4	0.1
Cn1cc(CC(=O)Nc2ccc(F)cc2F)c2ccccc21	-9	-10	-0.4	-0.2
COc1ccccc1C(=O)Nc1cccc(C#N)c1	-13	-42	1.1	-0.2

The results go on.
SMILES	MITF primary	TEAD-YAP inh	GPR151 ag	FBW7 activator
COc1cc(/C=N/NC(=O)CCC(=O)N/N=C/c2ccc(O)c(OC)c2)ccc1O	-2	9	1.6	0.2
Nc1nc(Cl)cc(NC2CCN(Cc3ccccc3)CC2)n1	-15	6	2.2	-0.1
Cc1ccc(NCc2nc3c(oc4ccccc43)c(=O)[nH]2)cc1	-4	6	2.1	0.4
O=C(CC(C(=O)O)c1c[nH]c2ccccc12)c1ccc(Cl)cc1 (stereo not given)	16	-3	-1.2	0.2
Cc1c(-c2cnccn2)ssc1=S	9	5	0.0	0.1
C/C(=N/NC(=O)COc1ccc2ccccc2c1)c1ccccc1	2	6	1.4	0.3
Cc1nn(C)cc1CN(C)C(Cc1ccccc1F)C1CCN(C(=O)C2CCOC2)CC1 (stereo not given)	6	3	-0.4	0.1
c1coc(-c2nnc(-c3c[nH]c4ccccc34)o2)c1	18	-56	-2.8	0.7
COC(C(=O)O)C(=O)Nc1cc(Cl)cc(Cl)c1 (stereo not given)	-383	3	-0.2	0.0
CCOC(=O)C1=C(C)N=c2s/c(=C/c3ccc(N(C)C)o3)c(=O)n2C1c1ccccc1 (stereo not given)	16	-6	0.4	0.3

Going on with the list:
SMILES	MITF primary	TEAD-YAP inh	GPR151 ag	FBW7 activator
CCN1CCCc2cc(CCNC(=O)c3ccc(OC)cc3)ccc21	2	2	1.2	0.1
CCOC(=O)c1sc2nc(SCc3c(F)cccc3F)n(CCC3=CCCCC3)c(=O)c2c1C	-1	-15	3.3	-0.1
COCCN(C(=O)CCc1nnc(-c2ccc3c(c2)OCO3)o1)C(C)C	8	-39	0.0	-0.1
Cc1cc(Cl)ccc1OC(C)C(=O)Nc1ccccc1C(N)=O (stereo not given)	16	8	1.6	0.0
C=CCNC(=O)CCCCC(=O)N/N=C/c1ccc(Cl)cc1Cl	1	6	0.3	0.1
O=P(O)(CNCc1ccccc1)CNCc1ccccc1	15	3	1.8	0.9
COC(CNC(=O)c1ccc(N2CCc3ccccc32)c([N+](=O)[O-])c1)OC	7	-11	1.7	-0.2
Cc1nc2nc(C)c(CCC(=O)NC(C)c3ccc4c(c3)OCCO4)c(C)n2n1 (stereo not given)	-6	-2	-0.9	0.0
Cc1nnc(SCC(C)C)[nH]c1=O	-2	-12	0.0	0.1
CC1=CN2C(=O)CC(=O)N=C2C=C1	4	0	3.1	-0.3

Next part:
SMILES	MITF primary	TEAD-YAP inh	GPR151 ag	FBW7 activator
O=C(Nc1nc(-c2ccncc2)cs1)C1Cc2ccc3ccccc3c2O1 (stereo not given)	-8	-13	0.3	-0.1
Cc1c(C(=O)Nc2ccc(F)cc2F)sc2ncnc(N3CCN(c4ccccn4)CC3)c12	5	-6	-1.5	-0.1
COC(=O)c1ccc(C(=O)OC)c(NC(=O)c2cc3cc(Br)ccc3oc2=O)c1	-4	7	-0.5	0.0
COc1cccc(C(=O)Nc2nn3c(-c4cccc(C)c4)nnc3s2)c1	-9	-9	-3.2	-0.1
O=C(Nc1ccc(-c2nnc3n2CCCCC3)cc1)c1cnccn1	-11	5	-1.1	-0.1
CCOC(=O)C1=CN(c2ccc(C)c(C)c2)C=C(C(=O)OCC)C1c1ccc(F)cc1	-7	5	0.7	0.2
CC(=O)NC(C#N)c1ccc(Cl)cc1 (stereo not given)	-5	-6	-0.2	-0.2
COc1ccc(CCNC(=O)N2CCN(Cc3nnnn3-c3ccc(C)cc3)CC2)cc1	10	12	3.3	-0.1
